RNase H inhibition: RNase H inhibition, HIV 1 Gag Pol polyprotein, FRET biochemical assay, screening (AID 372) | HIV-1 RT RNase H, FRET RNA/DNA substrate fluorescence; higher % means a stronger effect | one-dose inhibition, % at 10 µM; IC50 in µM for titrated hits | hit rate 0.77% among 100,000; in the data active means inhibition above about 50%
* hit, by the source's call; & = joins results of further samples. Some of the compounds tested (hit frequency here may not be typical).

O=c1c2cc(Br)ccc2[nH]c(=S)n1-c1ccccc1
  RNase H inhibition = 3%
COc1cc(C2C(C#N)=C(N)Oc3c2c(=O)oc2ccccc32)cc(Br)c1O (stereo unspecified)
  RNase H inhibition = 2%
CN1CCC(N(C)CC2=CC[C@H]3C[C@@H]2C3(C)C)CC1
  RNase H inhibition = 9%
COc1ccccc1CN1CCNCC1
  RNase H inhibition = 0%
CCOP(=S)(OCC)SCn1c(=O)oc2cc(Cl)ccc21
  RNase H inhibition = 5%
Cc1cc(OC(=O)C2CCCCC2)c2c3c(c(=O)oc2c1)CCCC3
  RNase H inhibition = 0%
COc1cc(C(=O)Nc2ccc(Br)cc2C(=O)c2ccccc2)cc(OC)c1OC
  RNase H inhibition = 5%
Cc1cc(C)[n+]2c(-c3ccccc3)c(-c3ccccc3)sc2n1
  RNase H inhibition = 14%
CC1CN(c2ccc([N+](=O)[O-])cc2)CC(C)N1 (stereo unspecified)
  RNase H inhibition = 0%
C[C@@H]1CC[C@@]2(NC1)OC1C[C@H]3C4CC=C5CC(O)CCC5(C)C4CCC3(C)C1[C@@H]2C (stereo partly specified)
  RNase H inhibition = 20%
COc1ccc(OCCOc2cccc(C=C3C(=O)NC(=O)NC3=O)c2)cc1
  RNase H inhibition = 10%
Cc1ccc(/C=C2/C(=O)NC(=O)N(c3ccc(C(C)C)cc3)C2=O)o1
  RNase H inhibition = 12%
COc1ccc(OC)c(-n2c(O)c(C=C3C=Nc4ccccc43)c(=O)[nH]c2=O)c1
  RNase H inhibition = 11%
O=C1NC(=O)N(Cc2ccccc2)C(=O)/C1=C/c1cnc(-c2ccccc2)nc1
  RNase H inhibition = 12%
CCOC(=O)Cn1cc(/C=C2\C(=O)NC(=O)N(c3cc(C)cc(C)c3)C2=O)c2ccccc21
  RNase H inhibition = 4%
COc1ccccc1CCNCc1ccc(Cl)cc1
  RNase H inhibition = 6%
Cc1ccccc1-n1c(/C=C/c2ccco2)nc2ccccc2c1=O
  RNase H inhibition = 21%
CC(Nc1ccc([N+](=O)[O-])c2cccnc12)c1ccccc1 (stereo unspecified)
  RNase H inhibition = 39%
O=[N+]([O-])c1cc2c(cc1CNCCc1ccc(Cl)cc1Cl)OCO2
  RNase H inhibition = 10%
CCOc1ccc(CN(CCc2ccc3c(c2)OCO3)Cc2ccccc2F)cc1
  RNase H inhibition = 7%
COc1ccc(CN2CCN(c3cccc(Cl)c3)CC2)cc1
  RNase H inhibition = 2%
CC(C)N1CCN(Cc2cccc(F)c2)CC1
  RNase H inhibition = 15%
Cc1cccc(-n2c(/C=C/c3cccc(Br)c3)nc3ccccc3c2=O)c1
  RNase H inhibition = 3%
Cc1ccccc1C(=O)Nc1ccc(Cl)cc1C(=O)c1ccccc1
  RNase H inhibition = 6%
Cc1cc(OCC(=O)C(C)(C)C)c2c3c(c(=O)oc2c1)CCC3
  RNase H inhibition = 22%

A stretch of the results above, as a working copy:
C[C@@H]1CC[C@@]2(NC1)OC1C[C@H]3C4CC=C5CC(O)CCC5(C)C4CCC3(C)C1[C@@H]2C (stereo partly specified)
  RNase H inhibition = 20%
COc1ccc(OCCOc2cccc(C=C3C(=O)NC(=O)NC3=O)c2)cc1
  RNase H inhibition = 10%
Cc1ccc(/C=C2/C(=O)NC(=O)N(c3ccc(C(C)C)cc3)C2=O)o1
  RNase H inhibition = 12%
COc1ccc(OC)c(-n2c(O)c(C=C3C=Nc4ccccc43)c(=O)[nH]c2=O)c1
  RNase H inhibition = 11%
O=C1NC(=O)N(Cc2ccccc2)C(=O)/C1=C/c1cnc(-c2ccccc2)nc1
  RNase H inhibition = 12%
CCOC(=O)Cn1cc(/C=C2\C(=O)NC(=O)N(c3cc(C)cc(C)c3)C2=O)c2ccccc21
  RNase H inhibition = 4%

Exported as tab-separated lines: 4 of the compounds above
structure	RNase H inhibition
COc1ccc(CN2CCN(c3cccc(Cl)c3)CC2)cc1	2%
CCOP(=S)(OCC)SCn1c(=O)oc2cc(Cl)ccc21	5%
Cc1ccccc1C(=O)Nc1ccc(Cl)cc1C(=O)c1ccccc1	6%
COc1ccc(OCCOc2cccc(C=C3C(=O)NC(=O)NC3=O)c2)cc1	10%

(further entries)
COc1cccc(CNCCc2ccc(F)cc2)c1OC
  RNase H inhibition = 8%
O=C(O)C1C2CCC(O2)C1C(=O)Nc1ccc(Cl)cc1 (stereo unspecified)
  RNase H inhibition = 9%
Cc1cc(-c2ccc(C=C3C(=O)NC(=S)NC3=O)o2)cc([N+](=O)[O-])c1C
  RNase H inhibition = 35%
COc1ccc(CCNCc2cccn2C)cc1OC
  RNase H inhibition = 6%
CCOC(=O)C(C)(CC)NC(=O)CSP(=S)(OCC)OCC (stereo unspecified)
  RNase H inhibition = 9%
O=c1c2ccccc2nc(/C=C/c2ccc(Br)cc2)n1-c1ccc(Cl)cc1Cl
  RNase H inhibition = 6%
COc1ccccc1/C=C1/C(=N\O)C2CCN1CC2
  RNase H inhibition = 5%
O=C1NC(=S)NC(=O)C1=Cc1ccc(-c2cc(Cl)ccc2Cl)o1
  RNase H inhibition = 0%
COc1cc(C=C(C#N)C#N)cc([N+](=O)[O-])c1O
  RNase H inhibition = 15%
O=[N+]([O-])c1ccc(N2CCN(Cc3ccc(Cl)cc3)CC2)c(Cl)c1
  RNase H inhibition = 5%
Cc1ccc(S(=O)(=O)Oc2ccccc2C=C2C(=O)N(C)C(=O)N(C)C2=O)cc1
  RNase H inhibition = 0%
CC(=O)n1cc(C2C(=O)NC(=O)NC2=O)c2ccccc21
  RNase H inhibition = 5%
CCOc1ccccc1N1CCN(Cc2ccccc2OC)CC1
  RNase H inhibition = 6%
O=c1c2ccccc2nc(-c2ccccc2F)n1-c1ccccc1Cl
  RNase H inhibition = 6%
CCC(CC)N1CCN(Cc2cccc(Cl)c2)CC1
  RNase H inhibition = 3%
CN1CCN(c2nc3ccc([N+](=O)[O-])cc3s2)CC1
  RNase H inhibition = 4%
CC(C)CCP(=O)(O)c1ccccc1
  RNase H inhibition = 3%
Cc1cc(Cl)ccc1OCC(=O)N1CCN(C/C=C/c2ccccc2)CC1
  RNase H inhibition = 11%
COc1cc(OC)c(OC)cc1C=C(C#N)C#N
  RNase H inhibition = 4%
COc1ccccc1-n1c(/C=C/c2cccc([N+](=O)[O-])c2)nc2ccccc2c1=O
  RNase H inhibition = 13%
CCN(CC)c1ccc(CN(C)CCc2ccccc2)cc1
  RNase H inhibition = 16%
CC(C)N1CCC(N2CCCCC2)CC1
  RNase H inhibition = 0%
COc1ccc(CN2CCNCC2)c(OC)c1
  RNase H inhibition = 2%
O=[N+]([O-])c1ccc(NCCc2ccccc2)c2ncccc12
  RNase H inhibition = 15%
O=C(N1CCc2ccccc21)C(Cl)(Cl)Cl
  RNase H inhibition = 11%

3 of the compounds above, in markdown:
| Compound | RNase H inhibition |
| --- | --- |
| CCOC(=O)C(C)(CC)NC(=O)CSP(=S)(OCC)OCC (stereo unspecified) | 9% |
| O=c1c2ccccc2nc(/C=C/c2ccc(Br)cc2)n1-c1ccc(Cl)cc1Cl | 6% |
| COc1ccccc1/C=C1/C(=N\O)C2CCN1CC2 | 5% |

Three of the compounds above, in CSV form:
smiles,RNase H inhibition
CCC(CC)N1CCN(Cc2cccc(Cl)c2)CC1,3%
CN1CCN(c2nc3ccc([N+](=O)[O-])cc3s2)CC1,4%
CC(C)CCP(=O)(O)c1ccccc1,3%

(listing goes on)
CCc1nc2ccccc2c(=O)n1-c1cccc(O)c1
  RNase H inhibition = 3%
O=[N+]([O-])c1cccc(CN2CCN(Cc3cccc(Br)c3)CC2)c1
  RNase H inhibition = 8%
COc1ccc(N2C(=O)/C(=C/c3ccc(-c4cc(C(=O)O)ccc4Cl)o3)C(=O)NC2=S)cc1
  RNase H inhibition = 16%
N#Cc1c(/N=C/c2cc(Br)c(O)c(Br)c2O)sc2c1CCCC2
  RNase H inhibition = 36%
O=C(CN1CCCCC1)NCC(=O)Nc1ccc(Br)cc1C(=O)c1ccccc1
  RNase H inhibition = 3%
COc1ccc(CN2CCN(Cc3ccccc3Br)CC2)cc1
  RNase H inhibition = 3%
CCCCNC(=O)C1CN1C(C)(C)CO (stereo unspecified)
  RNase H inhibition = 16%
COc1cc(C)c(CNCCc2ccc(F)cc2)cc1C
  RNase H inhibition = 0%
COc1ccc(-c2ccc(C=C3C(=O)NC(=S)NC3=O)o2)c([N+](=O)[O-])c1
  RNase H inhibition = 21%
O=C(O)c1cn(Cc2ccccc2)c2ccccc12
  RNase H inhibition = 8%
CCC1(c2ccccc2)C(=O)NC(=O)N(C(=O)c2cccc(F)c2)C1=O (stereo unspecified)
  RNase H inhibition = 3%
COc1ccccc1N1C(=O)NC(=O)/C(=C\c2ccc(O)cc2)C1=O
  RNase H inhibition = 0%
O=C(COc1ccc(Cl)cc1)N1CCN(Cc2ccccc2)CC1
  RNase H inhibition = 2%
CCOc1ccc(-c2c(C)[n+]3c(n2-c2ccc(OCC)cc2)CCCCC3)cc1
  RNase H inhibition = 3%
CCCC(=O)c1ccc(N2CCN(C)CC2)c(F)c1
  RNase H inhibition = 6%
CC(=O)Oc1ccccc1C(=O)Oc1ccc2c(c1)c(C(C)=O)c(C)n2Cc1ccccc1
  RNase H inhibition = 13%
COc1ccc(CN(C)CCc2ccccc2)c(C)c1C
  RNase H inhibition = 5%
CN(C)c1ccc(/C=C2\C(=O)NC(=S)N(c3cccc4ccccc34)C2=O)cc1
  RNase H inhibition = 22%
Cc1ccccc1N1C(=O)/C(=C/c2ccc(OCc3cccc(C(=O)O)c3)cc2)C(=O)NC1=S
  RNase H inhibition = 6%
CSc1nc2ccccc2c(=O)n1-c1cccc(C)c1
  RNase H inhibition = 5%
O=c1cccc2n1C[C@H]1C[C@@H]2CN(Cc2ccccc2C(F)(F)F)C1
  RNase H inhibition = 6%
COc1ccc(NC(=O)C(Cl)(Cl)Cl)cc1
  RNase H inhibition = 25%
COc1cc(/C=C2\C(=O)NC(=O)N(c3ccccc3)C2=O)c([N+](=O)[O-])cc1OC
  RNase H inhibition = 5%
O=[N+]([O-])c1ccc(CNCCc2ccc(Cl)cc2)cc1
  RNase H inhibition = 4%
Clc1cccc(CN2CCCCC2c2cccnc2)c1 (stereo unspecified)
  RNase H inhibition = 15%

CCN(CC)c1ccc(C2C(C#N)=C(N)Oc3c2c(=O)oc2ccccc32)cc1 (stereo unspecified)
  RNase H inhibition = 7%
CCCCOP(=O)(CC(=O)OCC)OCCCC
  RNase H inhibition = 11%
CCNCC1(c2ccc(OC)c(OC)c2)CCCC1
  RNase H inhibition = 0%
CN1C(=O)C(=Cc2ccc(C(=O)O)cc2)C(=O)N(C)C1=O
  RNase H inhibition = 0%
O=C(COc1ccccc1)N1CCN(Cc2ccc([N+](=O)[O-])cc2)CC1
  RNase H inhibition = 0%
O=c1c2ccccc2nc(-c2ccccn2)n1-c1ccc(Cl)cc1
  RNase H inhibition = 4%
CC1=C(C(=O)OC(C)C)C2(C(=O)Nc3ccccc32)C(C#N)=C(N)O1 (stereo unspecified)
  RNase H inhibition = 6%
COc1cc(C(=O)Nc2ccc([N+](=O)[O-])cc2C(=O)c2ccccc2)cc(OC)c1OC
  RNase H inhibition = 4%
Cc1cc(C)[n+]2oc(C)cc2n1
  RNase H inhibition = 6%
CC(=O)Nc1ccc(CN2C[C@@H]3C[C@H](C2)c2cccc(=O)n2C3)cc1
  RNase H inhibition = 0%
CCOc1ccc2c(c1)c(C(=O)O)c(C)n2C
  RNase H inhibition = 0%
CCC1(CC)C(=O)N(C)C(=O)N(C)C1=O
  RNase H inhibition = 14%
COc1cc(C)c(CN2CCN(c3ccccc3F)CC2)cc1C
  RNase H inhibition = 0%
CC(C)(C)c1cc(C(=O)c2nc3ccccc3n2Cc2ccccc2)cc(C(C)(C)C)c1O
  RNase H inhibition = 27%
Cc1ccc(NC(=O)C(Cl)(Cl)Cl)cc1Cl
  RNase H inhibition = 18%
COC(=O)Cn1cc(C=C2C(=O)N(C)C(=O)N(C)C2=O)c2ccccc21
  RNase H inhibition = 14%
Cc1nc2ccccc2c(=O)n1-c1cccnc1
  RNase H inhibition = 0%
CCCCOc1ccc(C(C)=O)cc1Cc1c(O)[nH]c(=S)[nH]c1=O
  RNase H inhibition = 0%
O=[N+]([O-])c1ccc(N2CCCCCC2)c(F)c1Br
  RNase H inhibition = 19%
CCN1CCN(Cc2cc(C(C)(C)C)c(O)c(C(C)(C)C)c2)CC1
  RNase H inhibition = 0%
C=CCOc1ccccc1CN1CCN(CC)CC1
  RNase H inhibition = 1%
Cc1cc(OCc2ccc(F)cc2)c2c3c(c(=O)oc2c1)CCC3
  RNase H inhibition = 0%
COc1ccc(/C=C2\CC3C4CC=C5CC(O)CCC5(C)C4CCC3(C)C2=O)cc1 (stereo unspecified)
  RNase H inhibition = 2%
Cc1ccnc(-n2c(-c3ccc(Cl)cc3Cl)nc3ccccc3c2=O)c1
  RNase H inhibition = 14%
Cc1ccc(N2C(=O)NC(=O)/C(=C/c3ccc(-c4ccc(C(=O)O)c(Cl)c4)o3)C2=O)cc1
  RNase H inhibition = 3%

C=CCN1C(=O)/C(=C\c2ccc(-c3cccc(Cl)c3Cl)o2)C(=O)NC1=S
  RNase H inhibition = 55%*
CCOc1cccc(=[O+]CC)c2c(C)oc(C)c12
  RNase H inhibition = 12%&2%
O=C(COc1ccc2ccccc2c1)N1CCN(Cc2ccccc2C(F)(F)F)CC1
  RNase H inhibition = 51%*
CCOc1ccccc1CN1CCN(c2ccc(F)cc2)CC1
  RNase H inhibition = 0%
O=C(Cn1c[n+]([N-][N+](=O)[O-])cn1)Nc1ccc(NC(=O)Cn2c[n+]([N-][N+](=O)[O-])cn2)cc1
  RNase H inhibition = 4%
COc1cccc(CN2CCN(Cc3cccc(F)c3)CC2)c1
  RNase H inhibition = 0%
C=CCN1C(=O)NC(=O)/C(=C\c2ccc3c(c2)OCO3)C1=O
  RNase H inhibition = 4%
CC(C)(C)C(=O)CC(O)(c1ccccc1)C(Cl)(Cl)Cl (stereo unspecified)
  RNase H inhibition = 12%
COc1ccc2ccccc2c1/C=C1\C(=O)NC(=S)N(c2ccc(Cl)cc2)C1=O
  RNase H inhibition = 12%
CN1C(=O)NC(=O)/C(=C/c2ccc(-c3cccc(C(=O)O)c3)o2)C1=O
  RNase H inhibition = 10%
CCOC(=O)CCOCC#CCN(CC)CC
  RNase H inhibition = 3%
COc1cc(C(=O)OC2CC3CCC(C2)N3C)cc(OC)c1OC (stereo unspecified)
  RNase H inhibition = 4%
CC(C)c1ccc(N2C(=O)CC(=O)NC2=S)cc1
  RNase H inhibition = 22%

Screening results from PubChem.
